# RTF Ca sens inh: cardiac RTF calcium sensitivity inhibitors, primary screen, biochemical, IANBD-TnC fluorescence, EC70 calcium. Troponin I, cardiac muscle (Homo sapiens) + Troponin T, cardiac muscle (Homo sapiens) + …. IANBD-labeled cardiac RTF, Ca2+ fluorescence. inhibition, % at 7.15 µM. hit rate 0.12% among 340,000. AID 493244, 2011;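 active means inhibition above the mean inhibition of all tested compounds plus 3 SD, cut at about 17% in these data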;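 further: assay run at fixed EC70 calcium of 1.6 mM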
# Arrestin-AP2 inh: inhibitors of beta-arrestin/AP2 binding, primary screen, biochemical, GPCR trafficking, flow cytometry | hit rate 0.31% among 340,000 | inhibition, % at 10 µM | FITC-arrestin peptide / GST-AP2 beads; AP2 beta2 appendage carries R879A mutation;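 active means inhibition above a set limit, near 3 SD of compounds lacking own fluorescence, cut at about 54% in these data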;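 further: plate controls were DMSO wells for no effect and 5 µM unlabelled arrestin peptide for full effect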
#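 Test system: GST-tagged AP2 beta2-adaptin appendage (R879A) on 4 µm glutathione beads; also added: fluorescein-tagged arrestin peptide at 50 nM final; timing: 12 min plus 1 h, RT; signal: flow cytometry, FL1 (488/535 nm); read-out: percent drop in bead-associated FITC signal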
# PKA-R2B act: activators of PKA-R2B holoenzyme, primary screen, biochemical, fluorescence polarization, Cy5-IP20, human; cAMP-dependent protein kinase catalytic subunit beta (Homo sapiens) + cAMP-dependent …; PKA-R2B holoenzyme dissociation; R2B truncated from residue 108, S112A mutant; 0% DMSO only, 100% 113 µM cGMP; activation, % at 11.4 µM; hit rate 0.079% among 340,000;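 active means activation above a cutoff set at the mean over all compounds plus 3 SD, cut at about 18% in these data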;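 further: higher means more holoenzyme dissociation and a rise in polarization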
# Target sequence (P31323 whole entry, looked up, other chains not shown, the tested form may be a part): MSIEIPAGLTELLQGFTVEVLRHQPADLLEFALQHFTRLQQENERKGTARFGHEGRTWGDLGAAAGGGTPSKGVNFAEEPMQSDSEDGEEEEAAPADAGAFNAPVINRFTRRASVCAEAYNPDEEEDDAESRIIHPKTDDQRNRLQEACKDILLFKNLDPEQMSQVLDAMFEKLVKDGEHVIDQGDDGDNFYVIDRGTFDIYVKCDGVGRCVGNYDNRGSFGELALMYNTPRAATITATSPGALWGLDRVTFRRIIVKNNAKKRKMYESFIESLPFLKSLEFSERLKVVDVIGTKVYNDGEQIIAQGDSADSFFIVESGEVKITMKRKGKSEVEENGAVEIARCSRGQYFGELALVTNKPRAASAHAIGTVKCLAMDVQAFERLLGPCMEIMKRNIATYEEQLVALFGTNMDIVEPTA
# LANA DNA inh: inhibitors of KSHV C-LANA binding to DNA, primary screen, biochemical, fluorescence polarization, FAM-LBS DNA, MBP-C-LANA, single point. hit rate 0.078% among 340,000. inhibition, % at 9 µM. Kaposi's sarcoma herpesvirus LANA C-terminal domain (residues 932-1162) DNA binding. AID 504423, 2011;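 active means highest replicate inhibition at or above 60% at 9 µM, even if other replicates fall short; inactive means all replicates below 60% inhibition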;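 further: 0% = neutral control wells and 100% = 4 µM acridine orange control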
# NSD2 HMT inh: NSD2 histone methyltransferase inhibitors, primary screen, biochemical, AlphaScreen, single concentration, set 2 | inhibition, % at 12.5 µM | NSD2 peptide methylation, 120 min | hit rate 0.54% among 310,000 | Histone-lysine N-methyltransferase NSD2 (Homo sapiens), O96028; in the data active means inhibition above about 50%
# Keap1-Nrf2 PPI: Keap1-Nrf2 protein-protein interaction inhibitors, primary screen, biochemical, fluorescence polarization, single point; hit rate 0.15% among 340,000; AID 504523, 2011; inhibition, % at 9.4 µM; Keap1 Kelch-Nrf2 peptide fluorescence polarization, 1536-well; in the data active means inhibition above about 12%;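 further: human Keap1 Kelch domain with fluorescein labeled Nrf2 9mer peptide probe; 0% = neutral control wells and 100% = peptide positive control; higher means more block of Keap1 binding to Nrf2 peptide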
# SR-BI HDL uptake: inhibitors of SR-BI mediated HDL lipid uptake, primary screen, ldlA[mSR-BI] cells, fluorescence, single point; Scavenger receptor class B member 1 (Mus musculus), Q61009; ldlA[mSR-BI] CHO cells, DiI-HDL uptake fluorescence, 3 h; inhibition, % at 12.5 µM; hit rate 0.96% among 320,000;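 active means mean replicate inhibition of at least 70% and a set share of replicates each scoring 70 or more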;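 further: 0% = median of neutral control wells and 100% = median of positive control wells; values of inactives mirror those of a sister screen read the other way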
# Target sequence (Q61009 whole entry, looked up): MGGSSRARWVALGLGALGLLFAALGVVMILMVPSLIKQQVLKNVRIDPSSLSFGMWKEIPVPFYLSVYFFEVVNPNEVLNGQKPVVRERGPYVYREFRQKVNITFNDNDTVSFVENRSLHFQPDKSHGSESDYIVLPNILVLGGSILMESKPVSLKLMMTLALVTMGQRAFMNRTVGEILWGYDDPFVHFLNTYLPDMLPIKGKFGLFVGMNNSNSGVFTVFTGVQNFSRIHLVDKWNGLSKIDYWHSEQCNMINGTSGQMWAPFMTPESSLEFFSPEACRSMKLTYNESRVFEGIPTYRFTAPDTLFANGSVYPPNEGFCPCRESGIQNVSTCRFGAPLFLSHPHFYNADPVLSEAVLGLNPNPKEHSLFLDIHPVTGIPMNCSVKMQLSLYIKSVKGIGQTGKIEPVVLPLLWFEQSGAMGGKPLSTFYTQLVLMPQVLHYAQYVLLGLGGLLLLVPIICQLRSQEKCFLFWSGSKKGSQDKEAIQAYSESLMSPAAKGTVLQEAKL
# SR-BI uptake up: activators of SR-BI mediated DiI-HDL uptake, primary screen, ldlA[mSR-BI] CHO cells, DiI fluorescence; 3 h; 100 = double the neutral-control signal; activation, % at 12.5 µM; hit rate 0.096% among 320,000; AID 504775, 2011;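 active means mean replicate activation of at least 60% and every replicate at or above 60%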;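 further: 0% = median plate neutral-control signal and 100% = twice that signal; values of inactives mirror those of a sister screen read the other way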
#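 Material – SR-BI-overexpressing, LDLR-lacking CHO cells · Medium – BSA-supplemented, HEPES-buffered Ham's F12, pH 7.4 · Doses – single concentration · Times – compound with DiI-HDL co-incubation, 3 h at 37 °C · Measured by – bottom-read fluorescence, 550/595 nm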
# DAGLB inhibitor: DAGLB lipase inhibitors, primary screen, biochemical, fluorescence, HTS | Diacylglycerol lipase-beta (Homo sapiens), Q8NCG7 | hit rate 0.059% among 340,000 | HEK293T DAGLB membrane lysate, EnzChek fluorogenic substrate | inhibition, % at 5.17 µM; in the data active means inhibition above about 34%;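 further: 0% = enzyme with vehicle and 100% = wells lacking enzyme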
# PvdQ acylase: P. aeruginosa PvdQ acylase inhibitors, primary screen, biochemical, fluorescence, plate reader and imaging, single point | PvdQ acylase [Pseudomonas aeruginosa LESB58] | purified PvdQ acylase | inhibition, % at 10 µM | hit rate 0.063% among 340,000 | AID 488965, 2010; in the data active means inhibition above about 30%, passing the limit was not always enough;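 further: 0% = vehicle neutral wells and 100% = reference inhibitor wells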
# Starred values were filed as active, the others as inactive; · = no result given.
item	structure	RTF Ca sens inh	Arrestin-AP2 inh	PKA-R2B act	LANA DNA inh	NSD2 HMT inh	Keap1-Nrf2 PPI	SR-BI HDL uptake	SR-BI uptake up	DAGLB inhibitor	PvdQ acylase
1	COc1ccc(C2CC(=O)N3CN(Cc4ccco4)CSC3=C2C#N)cc1 (centres undefined)	1.2	1.2	-3.1	0.1	4.5	-5.3	3.9	-3.9	3.8	-7.7
2	COc1ccccc1-c1ccc(SCc2ccc(F)cc2)nn1	-4.2	6.8	1.0	2.4	-3.4	-4.2	30.5	-30.5	-4.8	-14.8
3	Cc1oc2ccc(OCc3ccccc3F)cc2c1C(=O)O	-5.2	4.8	-8.9	-0.6	0.6	-1.6	-17.3	17.3	0.5	14.4
4	CN(CC(=O)Nc1ccccc1Cl)C(=O)Cn1cc(C(F)(F)F)ccc1=O	-5.7	30.6	-7.3	2.2	-0.2	1.8	5.9	-5.9	-1.3	3.4
5	Cc1nc2c(ccc3nc(NC(=O)c4ccc(S(=O)(=O)N(C)C)cc4)sc32)s1	-1.9	6.8	-5.0	-1.4	·	-2.0	7.3	-7.3	-2.1	-6.2
6	N=c1sccn1CC(=O)N1CCc2ccccc21	-6.3	-8.2	-6.5	0.3	-0.6	-0.3	-22.8	22.8	-1.0	-15.8
7	COc1cccc(NC(=O)COc2cccc3c2CCNC3=O)c1	-2.8	9.5	-3.6	-0.5	0.8	-2.3	-2.1	2.1	0.3	-16.6
8	Cc1ncsc1CCC(=O)N1CCCC(Nc2ccc(F)c(F)c2)C1 (centres undefined)	-11.2	-10.7	5.5	-1.6	13.3	-2.5	1.0	-1.0	1.2	-7.0
9	O=C(/C=C/c1ccc([N+](=O)[O-])cc1)NCCSc1ccccc1	-7.1	5.4	3.2	-0.1	5.6	-1.7	-7.9	7.9	-1.6	-3.0
10	CC1C(=O)N(Cc2ccc(F)cc2)c2ccccc2N1C(=O)c1c(F)cccc1F (centres undefined)	-4.1	-10.8	-2.4	-1.1	-0.3	-5.6	-7.9	7.9	-4.4	-15.7
11	Cc1ccc2nc(NC(=O)CCNS(=O)(=O)c3cccs3)sc2c1	-3.9	23.5	0.3	-0.5	-0.2	-4.1	-5.6	5.6	0.1	12.6
12	O=C(CSc1nnc2scc(-c3ccccc3)n12)Nc1nsc(-c2ccc(Cl)cc2)n1	-1.6	-7.8	-7.7	1.6	0.3	0.2	-6.6	6.6	-3.2	-8.0
13	CC(C)(C)c1ccc(C(=O)NCC(=O)OCN2C(=O)c3ccccc3C2=O)cc1	-7.7	2.5	-15.5	0.4	1.9	-3.5	-15.2	15.2	0.2	-18.8
14	CCN(C(=O)CSc1nnc(COc2ccccc2F)n1N)C1CCS(=O)(=O)C1 (centres undefined)	-11.8	27.2	0.9	-0.3	-3.3	1.7	-17.4	17.4	4.0	-8.6
15	CN1CCN(/N=C/c2ccc(Br)cc2)CC1	20.1*	43.0	-3.4	-0.6	2.5	0.5	-20.3	20.3	-1.6	19.9
16	CCc1cccc(NC(=O)CN2C(=O)NC3(CCCCCCC3)C2=O)c1	-3.4	1.2	1.0	-0.3	-1.7	-4.7	-4.5	4.5	0.3	1.1
17	CC1(c2ccccc2)NC(=O)N(CC(=O)Nc2ccccc2C(=O)N2CCCCC2)C1=O (centres undefined)	5.4	-7.6	2.8	-0.7	-1.7	-0.7	-20.1	20.1	-4.3	2.8
18	Cc1cccc(CCNS(=O)(=O)c2cnc[nH]2)c1	-6.8	2.3	6.4	2.1	1.3	-1.6	-12.9	12.9	-1.0	-22.7
19	Cc1ccc(NC(=O)Cc2cn3ccsc3n2)nc1	6.2	12.3	3.3	-0.6	1.1	-4.3	-16.6	16.6	2.4	0.4
20	Cc1ccc2cccc(Oc3cnccn3)c2n1	-7.3	17.0	6.6	0.5	·	3.2	6.7	-6.7	0.1	-2.4
21	CCn1c(SCC(=O)NC(=O)NCc2ccco2)nc2sc(C)c(C)c2c1=O	4.0	-4.2	-9.9	2.2	·	0.1	3.2	-3.2	-0.2	-11.7
22	COc1ccc(CN(C)Cc2nc3cc(OC)c(OC)cc3c(=O)[nH]2)c(OC)c1	-2.6	17.1	-7.1	0.0	6.2	-0.3	-10.8	10.8	-2.6	0.5
23	O=C(NCCc1ccccc1)C1CCN(C(=O)c2ccc(F)cc2)CC1	-6.5	-0.2	2.1	1.0	-1.9	0.1	15.5	-15.5	-3.1	-19.0
24	O=C(Nc1ccccc1C(=O)NCc1cccnc1)c1ccccc1Cl	-1.3	2.2	1.4	-0.2	-5.1	-0.3	-6.0	6.0	1.4	-2.9
25	Cc1cccc(N(C)S(=O)(=O)c2nnc(NC(=O)c3ccco3)s2)c1	-3.2	-8.6	-9.6	2.5	-0.5	3.9	-8.2	8.2	5.0	-7.5
26	NC(=O)c1ccc(-n2nnnc2Oc2ccc(Br)cc2)cc1	1.1	-4.0	0.7	0.7	1.6	-5.0	11.7	-11.7	1.2	-7.2
27	CC(C)(C)SCCNC(=O)CN(c1ccccc1)S(=O)(=O)c1ccccc1	-10.4	-3.2	1.9	2.2	-0.2	-1.3	-3.6	3.6	-1.8	-13.9
28	COc1ccc(CCNC(=O)CCSc2nc(-c3ccco3)cc(C(F)(F)F)n2)cc1OC	-2.8	-3.2	3.7	-1.9	-0.2	-3.1	46.8	-46.8	-2.6	-10.1
29	C[C@@H](O)C1NC(=O)[C@H](CCCCN)NC(=O)c2cc([N+](=O)[O-])cc(F)c2NCCCC[C@@H](C(N)=O)NC1=O (some centres undefined)	-0.8	7.0	-1.8	-7.5	·	-1.4	-18.1	18.1	1.9	-9.4
30	Cc1c(NC(=O)c2ccc(S(=O)(=O)N(C)C)cc2)cccc1-n1cnnn1	-6.8	11.1	-7.4	-0.6	-1.5	-3.6	5.3	-5.3	-0.7	-15.9
31	CCOC(=O)N1CCN(C(=O)c2cn(C)c3ccc(S(=O)(=O)N(CC)CC)cc3c2=O)CC1	-3.8	7.6	-4.0	0.9	-4.1	-2.6	-10.5	10.5	-1.0	8.3
32	NC(=S)Nc1ccc2c(c1)OCO2	-0.4	0.0	-10.3	-0.7	-3.2	-3.3	-9.8	9.8	0.9	-14.5
33	CCOC(=O)C1CCN(C(=O)COC(=O)c2nc3nc(C)cc(C)n3n2)CC1	0.4	26.3	-10.7	0.3	3.0	2.1	-18.8	18.8	-1.0	-1.4
34	Cn1c(N)c(C(=O)COC(=O)/C=C/c2cccc(Br)c2)c(=O)n(C)c1=O	-2.3	-7.3	-4.2	1.9	-2.5	-0.7	-5.4	5.4	0.6	-2.6
35	O=C(O)CCC/C=C\C[C@@H]1[C@@H](/C=C/[C@@H](O)COc2cccc(Cl)c2)[C@H](O)C[C@@H]1O	-16.1	20.1	-0.9	-1.9	·	1.5	-13.8	13.8	-0.3	21.8
36	CCCN1C(=O)/C(=C\c2nc3ccccc3c(=O)[nH]2)c2ccccc21	3.1	-6.1	9.9	-1.0	·	2.3	-2.5	2.5	3.8	-9.2
37	O=C(CN(c1ccc(F)cc1)S(=O)(=O)c1ccccc1)NC1CC2CCC1C2 (centres undefined)	-0.7	6.6	6.0	-0.8	-6.8	-0.7	-27.4	27.4	-3.0	3.0
38	Cc1ccccc1-c1nc(CS(=O)(=O)CC(=O)NCc2ccco2)c(C)o1	-6.6	-5.5	1.0	-1.0	4.7	-2.0	14.4	-14.4	0.8	-10.9
39	CCc1ccc(NC(=O)Nn2cnnc2)cc1	-6.3	14.2	-2.8	0.6	0.3	-1.8	-1.3	1.3	0.5	-9.0
40	CCc1ccccc1NS(=O)(=O)c1c(C(=O)N2CCCCCC2)c(C)n(C)c1C	-5.5	22.3	-9.9	-0.2	5.0	3.7	0.1	-0.1	-0.5	-6.7
41	CC1CCC(NC(=O)CN(C)S(=O)(=O)c2ccc3c(c2)CCC(=O)N3)CC1 (centres undefined)	-4.0	2.7	-5.1	0.7	-2.3	-6.9	6.5	-6.5	0.1	2.7
42	O=C(COC(=O)CNC(=O)c1ccc(Cl)c([N+](=O)[O-])c1)NC(=O)CN1CCCC1=O	-12.7	1.9	4.8	0.7	0.7	-1.8	-17.7	17.7	-0.2	0.6
43	C=CCNC(=O)c1ccccc1NC(=O)COc1ccc(OC)cc1	-19.0	-7.9	-17.8	-1.1	-2.0	0.0	0.3	-0.2	-6.4	-1.7
44	NC(=O)C1CCCCc2c1[nH]c1ccc(Cl)cc21 (centres undefined)	-6.4	-18.9	-9.5	-1.1	2.2	2.2	0.6	-0.6	1.4	-5.9
45	CSc1ccccc1NC(=O)CN(C)CC(=O)Nc1ccc(Cl)cc1[N+](=O)[O-]	-3.7	1.3	-5.6	0.4	3.5	-0.2	7.1	-7.1	0.5	-4.8
46	CCCCOc1ccc(/C(N)=N/O)cc1	-3.9	13.3	-2.3	-4.1	-3.0	-2.2	-7.5	7.5	1.9	-9.7
47	CC(C)C(c1nnnn1Cc1ccc2c(c1)OCO2)N1CCN(C)CC1 (centres undefined)	2.6	15.9	6.3	-0.4	-2.0	2.9	-17.6	17.6	-2.4	-7.5
48	CCNC(=O)NC1(C(=O)N2CCC(Cc3ccccc3)CC2)CCCCC1	1.3	8.6	-2.1	2.1	-2.1	1.7	16.5	-16.5	-1.8	-15.0
49	Cc1cc(C)nc(SCCC(=O)Nc2ccccc2Cl)n1	-1.2	-8.5	-9.0	0.0	1.5	0.9	-1.1	1.1	-2.9	-3.2

# Structures above with a CF3 group (2):
item	structure	RTF Ca sens inh	Arrestin-AP2 inh	PKA-R2B act	LANA DNA inh	NSD2 HMT inh	Keap1-Nrf2 PPI	SR-BI HDL uptake	SR-BI uptake up	DAGLB inhibitor	PvdQ acylase
4	CN(CC(=O)Nc1ccccc1Cl)C(=O)Cn1cc(C(F)(F)F)ccc1=O	-5.7	30.6	-7.3	2.2	-0.2	1.8	5.9	-5.9	-1.3	3.4
28	COc1ccc(CCNC(=O)CCSc2nc(-c3ccco3)cc(C(F)(F)F)n2)cc1OC	-2.8	-3.2	3.7	-1.9	-0.2	-3.1	46.8	-46.8	-2.6	-10.1
